Assay outcomes from PubChem.
KOR beta-arrestin-1 – KOR antagonists, beta-arrestin recruitment, cell-based, luminescence, uHTS (AID 1778); 0.091% of 290,000 active; KOR beta-arrestin recruitment, luminescence, antagonist mode; higher % means a stronger effect; inhibition, % at 10 µM; hits with a dose series show IC50 in µM; in the data active means inhibition above about 50%; further: strong numbers were not always called active
KOR beta-arrestin-2 – KOR agonists, beta-arrestin recruitment, primary screen, cell-based, luminescence, uHTS (AID 1777) | KOR beta-arrestin recruitment, luminescence; higher % means a stronger effect | one-dose activation, % at 10 µM; EC50 in µM for titrated hits | 0.02% of 280,000 active; in the data active means activation above about 50%, passing the limit was not always enough; further: a part of the inactive calls stands beside numbers as strong as those of hits
GPR55 activation – selective activators of receptor GPR55 – imaging, U2OS cells, beta-arrestin-GFP redistribution, primary screen (AID 1961); U2OS GPR55 beta-arrestin-GFP redistribution imaging; higher % means a stronger effect; activation, % at 10 µM; hits with a dose series show EC50 in µM; 0.048% of 290,000 active;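 active means activation above 40% with more than 50 cells counted in the well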;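 further: U2OS osteosarcoma cells stably expressing GPR55 and beta-arrestin-GFP; plate controls were DMSO negative control for no effect and LPI positive control for full effect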
GPR55 antagonists – inhibition of LPI-stimulated GPR55 beta-arrestin translocation – imaging, U2OS, beta-arrestin-GFP, LPI agonist, primary screen (AID 2013); one-dose inhibition, % at 10 µM; IC50 in µM for titrated hits; U2OS GPR55 beta-arrestin-GFP translocation imaging, LPI antagonism; higher % means a stronger effect; 0.13% of 290,000 active;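 active means spots per cell inhibited over 60%, with over 100 cells counted and total cytoplasm intensity under 500,000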;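 further: U2OS cells stably carrying GPR55 and arrestin-GFP stimulated by 5 µM LPI near EC80; imaged beta-arrestin-GFP aggregate spots per cell after agonist stimulation; plate controls were LPI-stimulated DMSO wells for no effect and DMSO wells without LPI for full effect; some results filed as inactive read as strong as hits; confirmed hits need IC50 under 10 µM and bright autofluorescent wells are also inconclusive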
GPR35 arrestin U2OS – inhibition of zaprinast-stimulated GPR35 beta-arrestin translocation – imaging, U2OS, beta-arrestin-GFP, zaprinast agonist, primary screen (AID 2058); 0.052% of 290,000 active; inhibition, % at 10 µM, or IC50 in µM where a hit was titrated; U2OS GPR35 beta-arrestin-GFP translocation imaging, zaprinast antagonism; higher % means a stronger effect;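 active means inhibition of at least 50% with at least 30 cells and total cytoplasm GFP at most 10,000,000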
UTI89 phage lysis – inhibition of K1F phage lysis, E. coli UTI89, bacterial capsule biogenesis inhibitors, alamar blue (AID 488966) | E. coli UTI89 K1F phage lysis, alamar blue, 2 h; higher % means a stronger effect | inhibition, % at 100 µM; hits with a dose series show IC50 in µM | 0.02% of 340,000 active;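 active means phage lysis inhibition, versus mean bacterial control, above a set limit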;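 further: capsule biogenesis inhibitors block K1F phage lysis so surviving cells raise fluorescence; higher fluorescence means more inhibition of phage lysis; actives were called in the ten point dose series up to 300 µM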
Rac1 GTP hydrolysis – MgcRacGAP GTPase-activating activity inhibitors, confirmation, biochemical, ADP Hunter fluorescence; 0.6% of 340,000 active; inhibition, % at 30 µM, or IC50 in µM where a hit was titrated; MgcRacGAP-stimulated Rac1 GTP hydrolysis, ADP Hunter fluorescence; higher % means a stronger effect; GST-tagged Rac1 F28L mutant substrate;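 active means first-screen hits whose inhibition reached a set limit at any dose in the follow-up dose series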;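 further: fluorescence reports GDP produced by GAP-driven GTP hydrolysis; strong numbers were not always called active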
NTR1 agonist – agonists of NTR1, primary screen, imaging, U2OS cells, beta-arrestin-GFP, high content (AID 493036) | P30989 | NTR1-U2OS beta-arrestin-GFP spot imaging, agonist mode | activation, % at 20 µM | 0.17% of 330,000 active;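 active means activation at or above 40% of the spot to cytoplasm intensity ratio, with at least 20 cells analyzed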;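 further: 0% = DMSO without peptide and 100% = 100 nM NTR1 peptide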
Target sequence (P30989 whole entry, looked up): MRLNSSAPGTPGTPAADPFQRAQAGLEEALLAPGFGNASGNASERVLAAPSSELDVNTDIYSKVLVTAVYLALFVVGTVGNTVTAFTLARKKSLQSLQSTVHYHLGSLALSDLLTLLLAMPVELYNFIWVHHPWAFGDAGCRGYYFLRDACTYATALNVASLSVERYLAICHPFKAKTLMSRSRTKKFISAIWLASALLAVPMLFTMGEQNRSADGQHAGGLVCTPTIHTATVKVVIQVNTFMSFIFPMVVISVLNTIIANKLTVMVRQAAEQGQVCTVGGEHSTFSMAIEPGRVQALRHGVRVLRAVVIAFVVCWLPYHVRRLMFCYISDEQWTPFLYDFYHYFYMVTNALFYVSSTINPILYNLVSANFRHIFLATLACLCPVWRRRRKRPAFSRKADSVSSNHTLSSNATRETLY
NOD1 NF-kB reporter – NOD1 signaling inhibitors, primary screen, cell-based, luminescence, uHTS (AID 1578); NOD1-driven NF-kB luciferase reporter cells, luminescence; higher % means a stronger effect; inhibition, % at 4 µM, or EC50 in µM where a hit was titrated; 1% of 290,000 active; in the data active means inhibition mostly above about 36%, no sharp cut-off; inactive means mostly below about 34%;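 further: HEK-293T reporter cells stimulated with the NOD1 agonist gamma-tri-DAP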
NTR1 agonist cell count 20 µM – recorded beside NTR1 agonist, whose call it bears; cell count; measured here: cell count, cytotoxicity flag
Numbers without * were called inactive; · = no result given; [ ] = dose if it differs, or a comment. An excerpt. The share of hits here may be higher or lower than overall.

SMILES	KOR beta-arrestin-1	KOR beta-arrestin-2	GPR55 activation	GPR55 antagonists	GPR35 arrestin U2OS	UTI89 phage lysis	Rac1 GTP hydrolysis	NTR1 agonist	NTR1 agonist cell count 20 µM	NOD1 NF-kB reporter
Cc1ccc(C(c2c(O)nc3n(c2=O)CCS3)c2c(O)nc3n(c2=O)CCS3)cc1	-17%	7.3%	-0.8%	10%	-1%	0.2%	21%	5.0	84	-23%
O=C(COC(=O)C1CCN(S(=O)(=O)c2cccc3cccnc23)CC1)c1ccc([N+](=O)[O-])cc1	-15%	-3.1%	-0.3%	18%	-17%	-0.2%	2%	0.2	46	-13%
O=S(=O)(N/N=C\c1ccc2c(c1)OCO2)c1ccc(F)cc1	12%	1.5%	-0.1%	6%	8%	0.0%	9%	0.7	45	-8%
O=C(Nc1ccc(Cl)cc1)c1ccc(-n2cccn2)c([N+](=O)[O-])c1	-20%	-1.5%	0.1%	4%	7%	0.7%	3%	4.0	70	5%
CCOc1ccc(S(=O)(=O)NN2Cc3ccccc3C2=N)cc1	-19%	7.3%	-0.6%	-11%	-9%	0.4%	8%	0.0	47	-2%
O=C1CN(c2ccccc2Cl)C(=O)CN1c1ccccc1Cl	-26%	1.2%	-0.1%	14%	-1%	0.0%	13%	0.3	99	7%
CCSc1ccccc1C(=O)NC1CCCCC1	-10%[20 µM]	-1.7%	-0.1%	7%	11%	1.0%	-10%	1.3	28	-12%
Cc1csc(NC(=O)CCNS(=O)(=O)c2ccc3c(c2)c(=O)n(C)c(=O)n3C)n1	-32%	5.5%	-0.1%	4%	8%	6.2%	-4%	1.5	72	14%
COc1ccc(N/C=C\C(=O)c2ccc(Br)cc2)cc1OC	21%	0.3%	-0.4%	6%	-11%	3.2%	5%	-0.3	54	-24%
CC1=C(C(=O)Nc2cc(C(=O)NCCCOC(C)C)ccc2C)SCCO1	-8%	0.4%	-0.1%	12%	-2%	-0.1%	-8%	0.2	51	1%
CN(CC(=O)Nc1ccccc1Oc1ccccc1)Cc1ccccc1F	-15%	1.8%	-0.1%	80%*	15%	8.2%	23%	6.7	24	1%
O=c1c(Cc2c(F)cccc2Cl)c(O)ccn1CCCN1CCOCC1	-6%	-1.6%	-0.2%	-1%	25%	0.2%	-49%	1.5	34	-15%
CC(C)C(C(=O)NCC1CCCO1)N(Cc1ccco1)C(=O)CNS(=O)(=O)c1ccc(F)cc1 (stereo not given)	14%	0.8%	0.3%	23%	5%	0.6%	10%	1.9	63	-14%
CC(C)(c1ccccc1)c1ccc(OCCN2CCCC2)cc1	-26%	-0.1%	0.4%	28%	-4%	0.0%	26%	2.0	67	-19%
CC(C)NC(=S)NN(c1ccccc1)c1ccccc1	23%	4.5%	0.0%	12%	15%	0.3%	6%	-3.5	84	-4%
Cc1ccc(NC(=S)N(CCCN(C)C)Cc2cc3cc4c(cc3[nH]c2=O)OCO4)c(C)c1	-16%	-7.7%	0.2%	9%	4%	2.7%	4%	0.2	34	-34%
CC(C)N1C(=O)C2ON(c3ccccc3)C(c3cccs3)C2C1=O (stereo not given)	1%	-5.3%	0.3%	-22%	4%	1.3%	6%	1.7	62	5%
Cc1cc(C(F)(F)F)nc(SCC(=O)NC2CC3CCC2C3)n1 (stereo not given)	-8%	-4.6%	-0.2%	-9%	-18%	0.8%	16%	-1.0	41	-4%
CC1CCCC(C)N1C(=O)Cc1ccccc1 (stereo not given)	-14%	1.5%	-0.2%	-9%	-12%	0.3%	1%	-1.0	43	8%
CCC(=O)NC(O)C(=O)c1ccc(C)cc1 (stereo not given)	-16%	-2.1%	0.0%	7%	-13%	4.7%	7%	2.2	56	-26%
COc1ccc(NC(=S)Nc2cccc(C(C)=O)c2)cc1OC	-21%	-6.0%	-0.2%	6%	1%	-0.1%	26%	0.1	44	-17%
CCOc1ccc(C(=O)NC(=S)NCc2cccnc2)cc1[N+](=O)[O-]	-11%	0.6%	-0.1%	-2%	2%	2.7%	2%	0.2	46	-27%
O=C(Nc1ccc(Br)cc1F)C1CCCN(S(=O)(=O)c2cnc[nH]2)C1 (stereo not given)	6%	-4.1%	0.2%	-6%	6%	4.6%	5%	2.0	67	4%
CCn1cc(CNC(=O)/C=C/c2ccc([N+](=O)[O-])cc2)cn1	-7%	-4.1%	0.0%	8%	7%	2.0%[50 µM]	7%	7.3	48	-14%
CCN(CC)S(=O)(=O)c1ccc(-c2nnc(SCc3nnc(-c4ccccc4)o3)o2)cc1	-4%	3.8%	-0.2%	8%	6%	0.5%	-10%	4.8	40	-22%
Cc1nc2ncnn2c(C)c1C/C=C/c1ccccc1	-21%	3.2%	0.1%	-10%	16%	0.6%	12%	2.3	69	-53%
O=C(CNC(=O)c1ccc(Cl)cc1Cl)NCC(=O)Nc1ccccc1N1CCOCC1	14%	-3.6%	-0.2%	12%	-8%	0.3%	8%	-0.3	56	6%
CC(=O)c1cnn(-c2cc(Oc3ccccc3C)ncn2)c1C	-30%	3.2%	0.0%	-6%	-6%	0.0%	5%	0.9	38	-11%
CCNC(=O)CN1C(=O)NC2(CCCCCC2)C1=O	-10%	2.1%	-0.2%	0%	-4%	0.3%	8%	0.9	61	-11%
N#CCC(=O)NC1CCC(CC2CCC(NC(=O)CC#N)CC2)CC1 (stereo not given)	-28%	4.4%	-0.1%	-4%	4%	0.0%	9%	1.2	44	-27%
O=C(Nc1ccc(Cl)cc1)c1cc(Br)ccc1OCC(=O)N1CCOCC1	-6%	4.9%	0.2%	8%	-14%	1.4%[50 µM]	10%	9.8	52	6%
COc1nc(OC)nc(N2CCCCCC2)n1	9%	-0.9%	-0.4%	-22%	-5%	1.5%	0%	0.1	55	-24%
Nn1c(SCC(=O)Nc2ccc3c(c2)OCO3)nnc1-c1ccccc1	8%	-8.3%	-0.1%	22%	17%	5.6%	10%	2.4	68	9%
Cc1noc(C)c1COC(=O)c1ccc2c(c1)OCCO2	24%	-4.3%	0.3%	4%	-6%	-0.5%	4%	-0.6	69	-36%
Cc1ccc(C(=O)N2CCCC(Nc3ccc(F)c(F)c3)C2)cn1 (stereo not given)	-2%	-1.1%	-0.2%	22%	3%	0.8%[50 µM]	-1%	-0.6	53	-19%
COc1cccc(C2c3[nH]c4ccccc4c3CCN2CCCn2cccn2)c1 (stereo not given)	7%	-3.1%	1.0%	8%	-13%	-0.7%	5%	-0.3	57	-8%
O=C(Nc1ccccc1)N1CCCc2ccccc21	4%	0.0%	-0.2%	-11%	-6%	0.7%	14%	2.2	32	-24%
Cc1onc(NC(=O)c2ccc(Cl)cc2Cl)c1Br	-10%	1.7%	-0.6%	18%	-7%	0.1%	9%	2.2	38	-38%
Cc1cc(C)cc(NC(=O)COc2ccc3c(C)c(Cc4ccccc4)c(=O)oc3c2)c1	1%	5.5%	-0.2%	2%	-1%	·	·	0.0	52	33%
Oc1ccc(/C(Cc2ccc3ccccc3n2)=N\Nc2ccccc2)c(O)c1	3%	-3.0%	-0.1%	11%	-9%	0.4%	5%	2.9	43	-35%

An excerpt from above, showing only NTR1 agonist cell count 20 µM and NTR1 agonist:
| mol | NTR1 agonist cell count 20 µM | NTR1 agonist |
| --- | --- | --- |
| COc1ccc(NC(=S)Nc2cccc(C(C)=O)c2)cc1OC | 44 | 0.1 |
| CCOc1ccc(C(=O)NC(=S)NCc2cccnc2)cc1[N+](=O)[O-] | 46 | 0.2 |

Continued.
SMILES	KOR beta-arrestin-1	KOR beta-arrestin-2	GPR55 activation	GPR55 antagonists	GPR35 arrestin U2OS	UTI89 phage lysis	Rac1 GTP hydrolysis	NTR1 agonist	NTR1 agonist cell count 20 µM	NOD1 NF-kB reporter
Cc1ccc(NC(=O)CCOc2ccccc2)c(C)c1	-5%	2.4%	0.0%	5%	0%	1.0%[50 µM]	3%	·	·	-2%
CCN(CC)C(=O)Sc1cccc2cccnc12	19%	-1.7%	-0.1%	2%	5%	2.3%	0%	-0.2	55	-35%
Cc1c(C#N)c(=O)oc2ccc3ccccc3c12	-20%	4.2%	-0.1%	3%	6%	1.0%	5%	4.7	69	14%
COc1ccccc1NC(=O)C1=C(C)Nc2nc(-c3ccccc3)nn2C1c1ccccn1 (stereo not given)	15%	-8.9%	-0.2%	4%	-6%	-0.1%	7%	-0.8	77	-23%
COc1cc(/C=N/NC(=O)c2ccccc2O)ccc1OCC(=O)Nc1ccccc1	23%[20 µM]	-6.2%	-0.2%	-7%	-1%	0.8%	14%	3.4	60	-23%
COc1ccc(OC)c(/C=N/NC(=O)Cc2nc3ccccc3[nH]2)c1	10%	1.2%	0.2%	10%	25%	2.0%	0%	-0.7	65	11%
CCNC(=S)N/N=C/c1sccc1C	10%	-7.2%	-0.3%	4%	0%	·	·	3.5	67	-20%
COc1ccc(/C=N/NC(=O)c2ccc(Cn3cc([N+](=O)[O-])cn3)o2)c(OC)c1C	-10%	5.8%	-0.1%	14%	13%	-0.6%[50 µM]	1%	0.0	70	4%
COc1ccccc1CCC(=O)NNC(=O)c1ccccc1	-5%	-2.1%	-0.2%	1%	14%	-0.1%	-2%	-0.4	47	-28%
O=C(NCCc1ccccc1F)C1CCC(=O)N(Cc2ccc(Cl)cc2)C1 (stereo not given)	-38%	1.2%	-0.1%	-18%	5%	0.3%	5%	0.1	55	32%
COc1cc2c(c(OC)c1)C(c1ccncc1)CC(=O)N2 (stereo not given)	24%	-4.1%	0.5%	9%	1%	-0.1%	3%	1.3	93	-18%
CN1CCN(C2=Cc3ccccc3Sc3cc(F)c(F)cc32)CC1	-6%	5.5%	-0.4%	7%	-2%	-8.2%	3%	3.7	60	-35%
c1ccc(CSc2nncn2-c2ccccn2)cc1	-27%	-8.4%	0.0%	3%	-5%	0.6%	4%	31	103	1%
NC(=O)CSc1nnc(-c2ccccc2F)n1C1CC1	-1%	-2.1%	·	11%	22%	0.4%	2%	0.4	53	-34%
COc1ccc(C(=O)CN2C(=O)NC(C)(c3ccc(C)cc3)C2=O)cc1OC (stereo not given)	21%	-5.1%	-0.1%	1%	16%	-0.7%	11%	1.9	48	-15%
C/C(=N/NC(=O)c1ccncc1)c1ccc2c(c1)OCO2	18%	-0.3%	-0.2%	8%	-7%	0.4%	7%	1.3	91	-17%
Cc1[nH]c(=O)[nH]c(=O)c1S(=O)(=O)N1CCCC1	4%	9.3%	-0.1%	-10%	2%	1.5%	5%	-0.8	55	5%
